PP1 inh: blocks human PP1-alpha phosphatase, a PP5 counter-screen | purified PP1alpha, OMFP fluorescence | 320,000 compounds, 0.9% hits | inhibition, % at 6.7 µM | P62136;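 active = inhibition above the mean inhibition of all tested compounds plus 3 SD, computed separately for each screening campaign, cut at about 15% in these data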
Target sequence (P62136 whole entry, looked up): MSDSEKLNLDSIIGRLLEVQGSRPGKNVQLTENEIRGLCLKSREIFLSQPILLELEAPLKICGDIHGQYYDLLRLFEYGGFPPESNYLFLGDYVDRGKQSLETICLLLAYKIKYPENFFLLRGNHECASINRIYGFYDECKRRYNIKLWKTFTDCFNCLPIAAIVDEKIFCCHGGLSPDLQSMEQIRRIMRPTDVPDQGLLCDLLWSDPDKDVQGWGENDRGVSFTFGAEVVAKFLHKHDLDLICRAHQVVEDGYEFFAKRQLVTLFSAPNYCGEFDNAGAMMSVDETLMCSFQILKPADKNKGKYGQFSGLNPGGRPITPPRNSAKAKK
CTSL1 counter: blocks F. hepatica cathepsin L1 in PFM18AAP counter-screen; recombinant F. hepatica cathepsin L1, Z-Leu-Arg-MCA fluorescence; inhibition, % at 5.96 µM; 300,000 compounds, 0.49% hits; AID 1906;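 active = inhibition above the mean of all tested compounds plus 3 SD, set per screening campaign, cut at about 17% in these data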;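 note: 0% = plate median of test compound wells and 100% = 1 µM Z-Phe-Ala-diazomethylketone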
HCV core dimer: HCV core protein dimerization inhibition. TR-FRET GST/Flag-core106 dimerization, 1536-well. inhibition, % at 5 µM. 300,000 compounds, 0.33% hits. AID 1899;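 active = inhibition above the mean of all tested compounds plus 3 SD, set per screening campaign, cut at about 45% in these data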
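Assay system: GST-tagged and Flag-tagged HCV core protein residues 1-106 / Times: compound-protein-antibody incubation 4 h at 22.5 °C / Signal: time-resolved FRET, ex 340 nm, em 617 and 671 nm / Evaluation: % inhibition based on acceptor/donor emission ratio / Benchmarks: wells lacking GST-core106 and wells with excess unlabelled core106 / Repeats: singlicate, one well per compound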
GASC-1 inh: human JMJD2C demethylase inhibition; 330,000 compounds, 0.069% hits; inhibition, % at 2.35 µM; GST-JMJD2C(1-420) H3K9me3 demethylation, DELFIA europium; AID 2099;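 active = more than half of a compound's replicate wells show inhibition beyond 50%, single wells judged on their own value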;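 note: signal counts dimethyl H3K9 product captured on neutravidin plate; 0% = median of DMSO wells and 100% = 0.3 times that DMSO median; strong numbers were not always called active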
Target sequence (Q9H3R0 1-420 limits assumed): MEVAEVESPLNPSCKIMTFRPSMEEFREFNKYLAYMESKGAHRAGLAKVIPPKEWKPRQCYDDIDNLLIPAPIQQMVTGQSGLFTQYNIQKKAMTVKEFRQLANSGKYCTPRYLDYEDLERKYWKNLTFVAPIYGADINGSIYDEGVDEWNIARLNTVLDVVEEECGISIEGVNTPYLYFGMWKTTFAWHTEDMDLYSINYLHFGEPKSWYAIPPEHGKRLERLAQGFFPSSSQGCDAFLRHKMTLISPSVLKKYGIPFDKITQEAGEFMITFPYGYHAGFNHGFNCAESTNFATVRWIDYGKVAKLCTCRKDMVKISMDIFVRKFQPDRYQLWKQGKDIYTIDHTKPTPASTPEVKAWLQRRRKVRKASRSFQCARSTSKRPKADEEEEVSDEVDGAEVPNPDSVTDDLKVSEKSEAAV
Efflux pump inh: blocks antifungal efflux pumps in multiplex yeast assay | S. cerevisiae Candida pump triplex, Nile Red efflux | inhibition, % at 10 µM | 330,000 compounds, 0.44% hits;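 active = plate passing quality check with inhibition over a set limit, or well fluorescence over plate mean plus 4 SD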;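 note: Nile Red retained in pooled yeast measured as flow cytometry median fluorescence; 0% = buffer negative control and 100% = Enniatin B positive control; higher means more Nile Red kept so more efflux inhibition; some compounds called inactive have numbers as strong as hits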
PP5 inh: blocks human protein phosphatase 5 activity; P53041; purified PP5c, OMFP substrate fluorescence; inhibition, % at 6.7 µM; 320,000 compounds, 0.18% hits; AID 1987;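 active = inhibition above the campaign's mean inhibition across all tested compounds plus 3 SD, cut at about 9.5% in these data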;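 note: 0% = DMSO only and 100% = 100 µM cantharidin control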
proCasp7 act: counter-screen for procaspase-3 activators: activators of human procaspase-7; P55210; recombinant procaspase-7, Ac-DEVD-pNA absorbance 405 nm; D23A/D198A/D206A triple mutant, cannot self-cleave; scale: DMSO 0, 5 µM enzyme 100; activation, % at 8.5 µM; 330,000 compounds, 0.093% hits; AID 463210;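 active = percent activation above the screen-wide mean plus 3 SD, cut at about 25% in these data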
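Replicates: singlicate. Assay system: Procaspase-7 triple mutant (PC-7 D3A). Signal: 405 nm absorbance of p-nitroaniline. Times: 1 h preincubation, 2 h reaction. Buffer or medium: Zinc-free HEPES pH 7.4 with 300 mM NaCl, 0.01% Triton X-100. Also added: DEVD-pNA substrate. Benchmarks: DMSO wells as 0%, DMSO with 5 µM added PC-7 as 100%.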
procasp3 activ: activates human procaspase-3 | recombinant procaspase-3 D3A, Ac-DEVD-pNA absorbance 405 nm | activation, % at 8.5 µM | 330,000 compounds, 0.11% hits | AID 463141;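 active = activation above the mean of all tested compounds plus 3 SD, cut at about 21% in these data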;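 note: 0% = DMSO alone and 100% = DMSO wells spiked with extra 5 µM PC-3 D3A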
Target sequence (P42574 whole entry D9A/D28A/D175A): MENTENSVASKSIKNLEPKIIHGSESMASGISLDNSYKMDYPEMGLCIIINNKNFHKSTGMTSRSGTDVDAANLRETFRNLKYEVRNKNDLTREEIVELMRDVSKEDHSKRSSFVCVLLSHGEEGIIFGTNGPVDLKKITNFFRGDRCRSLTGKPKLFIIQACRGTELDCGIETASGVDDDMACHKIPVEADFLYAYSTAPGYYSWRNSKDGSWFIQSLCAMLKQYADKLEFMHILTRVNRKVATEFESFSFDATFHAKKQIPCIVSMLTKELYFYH
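Compound: 8.5 µM single point, 0.8% DMSO / Material: Autoprocessing-dead procaspase-3 D3A mutant enzyme / Timing: 1 h preincubation plus 2 h reaction at 25 °C / Medium: Zinc-free HEPES/NaCl buffer with 0.01% Triton X-100 at pH 7.4 / Technique: 405 nm absorbance of p-nitroaniline, reads at 0 and 120 min / Repeats: one well per compound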
TPT1 inhibitor: C. albicans TPT1 enzyme inhibition; inhibition, % at 5 µM; recombinant caTPT1, FP RNA substrate dephosphorylation; AID 1962; 300,000 compounds, 0.81% hits;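 active = inhibition above the mean of all tested compounds plus 3 SD, set per screening campaign, cut at about 24% in these data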;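 note: plate controls were DMSO alone for no effect and ferristatin control at 100 nM for full effect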
Numbers without * were called inactive; . = no result given; & = joins results of further samples.

SMILES	PP1 inh	CTSL1 counter	HCV core dimer	GASC-1 inh	Efflux pump inh	PP5 inh	proCasp7 act	procasp3 activ	TPT1 inhibitor
CCc1nn(C)c(-c2n[nH]c(=S)n2N)c1Cl	-4	-6	2	7	0.0	2.0	-2	-2	1
CC1CCCC(NC(=O)c2ccncc2)C1C (stereo not given)	-2	-3	-3	17	0.1	-6.1	3	-4	0
Cc1ccc(C(=O)Nc2ccc(C)c(S(=O)(=O)Nc3ccccc3Cl)c2)s1	3	-1	12	-1	0.0	6.7	3	10	-3
COCCCNC(=O)c1ccc(N2CCCC2)c(NS(=O)(=O)c2ccc(C)cc2)c1	0	-3	-1	84	0.0	1.2	12	0	-2
CCOC(=O)C1C(=O)NC(N2CCN(Cc3ccccc3)CC2)=NC1c1ccco1 (stereo not given)	-2	0	0	18	-0.1	-0.6	14	6	-2
COc1ccc(-n2c(COc3cccc(C)c3)nnc2SCC(=O)NCc2ccco2)cc1	0	4	18	19&7	0.5	0.6	5	7	0
Cc1cccc(NC(=O)CN(CC2CCCO2)C(=O)c2cc(S(=O)(=O)N(C)C)ccc2F)c1C (stereo not given)	.	.	.	-2	0.5	.	11	0	.
O=S1(=O)CCC(n2nccc2-c2ccccc2)C1 (stereo not given)	-2	1	2	-1	0.0	0.6	2	6	-2
COc1ccc(-c2nc(CS(=O)CC(=O)NCc3ccc(Cl)cc3)c(C)o2)cc1OC (stereo not given)	-1	-3	-6	-5	-0.2	0.6	-2	11	0
COc1ccc(C(=O)N2CCN(c3ncccn3)CC2)cc1S(=O)(=O)N1CCOCC1	-6	.	.	-3	-0.1	-0.6	3	5	.
COc1ccc(Cl)cc1-c1nc(N)nc(N(C)C)n1	1	2	-8	3	0.1	0.2	6	2	3
O=C(CSc1nc(=O)n2ccccc2n1)N1N=C(c2cccs2)CC1c1ccc(F)cc1 (stereo not given)	10	8	9	-3	0.0	1.9	-4	-2	1
COc1ccc(NC(=O)CSc2ncnc3c2cnn3Cc2ccccc2)cc1	-3	2	-2	12	0.2	0.8	3	0	-2
N#Cc1ccc(OCc2nnc(SCC(=O)c3ccccc3)n2-c2ccccc2)cc1	5	4	10	-12	0.3	3.6	-9	-3	3
CC(C)=Nc1ccccc1C1COC(=O)C1=N (stereo not given)	1	-1	-8	-24	1.4	1.4	-6	5	-1
CC(=O)c1ccc(NC(=S)NCCc2cccc(Cl)c2)cc1	-3	4	10	-29	-0.3	3.2	7	-7	-2
COc1ccc(F)cc1C(=O)C1CCCN(C(=O)c2ccccc2N(C)C)C1 (stereo not given)	2	-3	5	-3	-0.1	-1.2	13	1	1
O=C(CC1(O)C(=O)N(C/C=C/c2ccccc2)c2ccccc21)c1ccccn1 (stereo not given)	1	4	2	-3	-0.1	0.1	1	7	-5
NNC(=O)c1cc2c(s1)-c1cc(Cl)ccc1SC2	-1	-2	1	12	-0.1	-0.1	-31	-53	0
O=C(c1cc2ncc(Br)cn2n1)N1CCN(C(=O)c2ccco2)CC1	-1	-2	18	-10	0.0	-0.1	14	9	-4
Cc1cccc2sc(N(CCN(C)C)C(=O)/C=C/c3cccs3)nc12	6	1	-3	-2	0.5	4.3	0	1	-2
CCCn1c(N)c(CC)c(=O)[nH]c1=O	-3	-4	-4	.	0.1	-1.9	8	-3	1
O=C(Cc1ccccc1)Nc1cc2c(cc1Cl)OCCCO2	1	2	19	8	0.0	0.6	-1	-5	-2
Cc1ccc(/C=N/NC(=O)c2nnn(-c3nonc3N)c2-c2cccs2)cc1	4	0	8	2	0.0	1.2	-5	-3	-3
COc1ccc(C2NC(=S)NC3=C2CCc2cc(OC)ccc23)cc1 (stereo not given)	0	-3	5	-3	0.4	2.5	-13	2	1
CN(C)CCN(C(=O)c1ccc(N2C(=O)CCC2=O)cc1)c1nc2cc3c(cc2s1)OCCO3	-2	5	12	23	-0.1	1.8	-6	1	1
CCS(=O)(=O)c1ccc2c(c1)NC(=O)C(CCCl)O2 (stereo not given)	5	12	2	-3	-0.1	-2.5	0	4	0
Clc1ccc(OCc2nnc(-c3ccccc3Br)o2)c(Cl)c1	0	1	1	-11	-0.1	3.0	1	-5	1
COc1ccc([N+](=O)[O-])cc1NC(=O)CCS(=O)(=O)c1ccc(Br)cc1	17*	-1	-57	3	-0.3	5.5	13	-3	-2
Cc1cc(F)ccc1S(=O)(=O)Nc1ccc(C(=O)N(C)Cc2ccco2)cc1	-4	.	.	-1	-0.1	-2.5	-5	13	.
COc1ccc(C2C(C(=O)Nc3cccnc3)=C(C)Nc3nc(-c4ccco4)nn32)cc1 (stereo not given)	1	1	-2	7	-0.1	0.4	4	2	-5
COc1ccc(O)c(-c2[nH]ncc2C(=O)c2ccccc2)c1	3	-1	-3	-6	0.1	2.4	7	4	2
Cc1ccc(Cn2c(C3CCCN3c3nc(C)cs3)nc3cc(C(F)(F)F)ccc32)cc1 (stereo not given)	1	2	6	5	0.1	2.7	0	4	-1
CC1(C)CC(=O)C(CC(=O)NC2CCCc3ccccc32)C(=O)C1 (stereo not given)	2	7	-5	-2	-0.1	-1.4	3	6	-3
CC(C)C[C@]1(c2ccccc2)ON(c2ccccc2C(F)(F)F)C1=O	-2	.	.	3	0.0	-2.4	6	6	.
Cc1ccc(S(=O)(=O)NCC(c2ccc3c(c2)OCO3)N2CCOCC2)cc1 (stereo not given)	-10	-9	4	2	0.0	-1.0	5	-4	3
CCOC(=O)CSc1nnc2c3ccccc3n(C)c2n1	2	-1	-14	1	-0.1	1.7	-1	0	-1
Cc1ccc(C)c(-n2c3nc(=O)n(C)c(=O)c-3cc3ccccc32)c1	-4	-2	0	.	0.0	1.1	-2	-6	-3
COC(=O)c1cc(C#N)c(Oc2ccc(F)cc2)nc1C	-3	-2	3	4	-0.1	0.2	-1	-7	-5
CCc1cccc(OCCn2nc(C(=O)O)c3ccccc3c2=O)c1	8	0	4	-2	-0.1	-1.5	5	3	0
O=C(NC(=S)Nc1ncccn1)c1ccc(Cl)cc1Cl	-5	0	5	12	-0.1	1.9	0	0	4
COc1cc(-c2nnc(SCC(=O)OC3CCCCC3)o2)cc(OC)c1OC	6	2	3	-15	0.0	-0.3	-1	1	-5
CCCCN(C(=O)Cn1nnc2ccccc21)C(C(=O)NCCOC)c1ccccc1 (stereo not given)	1	1	-3	7	-0.2	-1.6	7	6	0
Nc1cc(N)nc(SCC(=O)NCCC2=CCCCC2)n1	1	7	0	6	0.2	-1.9	2	5	0
O=C(N/N=C\c1ccc(-c2ccccc2[N+](=O)[O-])o1)C1COc2ccccc2O1 (stereo not given)	5	-3	-8	-35	-0.2	6.8	-10	-17	0
O=C(CSc1ncnc2nc[nH]c12)N1CCN(c2ccc(Cl)cc2)CC1	7	2	1	-8	-0.1	3.9	-3	-2	-1
COc1ccc(OCC(=O)NCCc2ccc(S(N)(=O)=O)cc2)cc1	-4	-1	-2	-7	-0.1	0.3	9	4	0
Cc1cccc2nc(CSc3nc4[nH]ncc4c(=O)n3-c3cccc(Cl)c3)cc(=O)n12	-1	4	8	1	-0.1	4.4	0	2	3
Cc1ccccc1N1C(=O)C(Cl)=C(N2CCOCC2)C1=O	1	2	-7	-8	0.2	-2.4	-33	-24	0
O=C1OCc2cc(NC(=O)C3COc4ccccc4O3)ccc21 (stereo not given)	-13	-10	6	8	0.2	3.4	5	7	-1

Following part
SMILES	PP1 inh	CTSL1 counter	HCV core dimer	GASC-1 inh	Efflux pump inh	PP5 inh	proCasp7 act	procasp3 activ	TPT1 inhibitor
O=C(Nc1nc2ccccc2[nH]1)c1ccc(OC(F)F)cc1	-4	0	5	-7	0.2	-1.2	-3	1	0
CCOC(=O)CNC(=O)CNC(=O)c1nn(-c2ccc(OC)c(Cl)c2)c(=O)c2ccccc12	3	-1	2	0	-0.3	2.4	0	16	2
O=C(c1ccc2c(c1)C(=O)N(Cc1ccco1)C2O)N1CCOCC1 (stereo not given)	-3	-1	1	15	0.1	-0.6	0	-3	-1
COc1cc(/C=N/Nc2ccc3ccccc3c2)ccc1OC(=O)c1ccco1	4	2	5	16	-0.3	0.8	-18	-1	7
Cc1ccc(N(CC(=O)NC2CCCCC2)C(=O)CCCC(=O)Nc2ccccn2)c(C)c1	1	0	-3	-13	-0.4	2.2	6	3	3
Cc1noc(C)c1COC(=O)c1ccc(S(=O)(=O)N2CCCCC2)cc1	-3	3	1	37	-0.1	-1.1	11	-3	5
O=C1ON=C(c2ccccc2)/C1=C/c1ccco1	1	-2	0	26	-0.1	1.2	-10	5	16

Molecules listed so far containing fluorine:
SMILES	PP1 inh	CTSL1 counter	HCV core dimer	GASC-1 inh	Efflux pump inh	PP5 inh	proCasp7 act	procasp3 activ	TPT1 inhibitor
Cc1cccc(NC(=O)CN(CC2CCCO2)C(=O)c2cc(S(=O)(=O)N(C)C)ccc2F)c1C (stereo not given)	.	.	.	-2	0.5	.	11	0	.
O=C(CSc1nc(=O)n2ccccc2n1)N1N=C(c2cccs2)CC1c1ccc(F)cc1 (stereo not given)	10	8	9	-3	0.0	1.9	-4	-2	1
COc1ccc(F)cc1C(=O)C1CCCN(C(=O)c2ccccc2N(C)C)C1 (stereo not given)	2	-3	5	-3	-0.1	-1.2	13	1	1
Cc1cc(F)ccc1S(=O)(=O)Nc1ccc(C(=O)N(C)Cc2ccco2)cc1	-4	.	.	-1	-0.1	-2.5	-5	13	.
Cc1ccc(Cn2c(C3CCCN3c3nc(C)cs3)nc3cc(C(F)(F)F)ccc32)cc1 (stereo not given)	1	2	6	5	0.1	2.7	0	4	-1
CC(C)C[C@]1(c2ccccc2)ON(c2ccccc2C(F)(F)F)C1=O	-2	.	.	3	0.0	-2.4	6	6	.
COC(=O)c1cc(C#N)c(Oc2ccc(F)cc2)nc1C	-3	-2	3	4	-0.1	0.2	-1	-7	-5
O=C(Nc1nc2ccccc2[nH]1)c1ccc(OC(F)F)cc1	-4	0	5	-7	0.2	-1.2	-3	1	0

Compound activity (PubChem)
